uPA generation = qHTS for Inhibitors of Cell Surface uPA Generation; cell surface uPA generation assay, qHTS; Potency, µM (series often up to 38.3 µM), without a hit: top-dose activity change, negative = inhibition, usual class: inhibitors; actives 0.31% (n = 330,000); AID 540303, 2011; active = well fitted inhibition curve with a large enough effect; inconclusive = small, poorly fitted or top-dose-only effect; inactive = no such curve, though single readings can be large or run the other way; tested in mouse RAW 264.7 cells; also: potency is read from the fitted curve at half-maximal effect; % is scaled to controls: 0 for no effect and ±100 for the full control effect; nearly all actives have a fitted effect of over 55% in size
Chronic BCR inh = qHTS Assay to Find Inhibitors of Chronic Active B-Cell Receptor Signaling. ABC-DLBCL IkBa-CBG/CBR reporter, luminescence ratio, 4 h. actives 0.05% (n = 340,000). AID 493014, 2011. Potency, µM (titrated, usually from 46.1 µM), without a hit: at the top dose ratio change, negative = lower green/red ratio, most hits filed as inhibitors; active = well fitted inhibition curve with a large enough effect in the signal ratio, with a control signal flat, not every such curve was filed as active; inconclusive = small, poorly fitted or top-dose-only effect, or effect the other way, or a change in a side signal; the % refers to the signal ratio;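 also: potency is read from the fitted curve at half-maximal effect; plate controls were basal doxycycline-induced cells for no effect and cells given 10 µM MG132 for full effect; MG132 reads +100%, hits lower the ratio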
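Concentration-response series (up to 46 uM) were applied to TMD8 dual-reporter cells for 4 h at 37C with doxycycline. Green/red ratio, after filter-overlap correction, defined %Activity; red signal alone was normalised to basal cells and zero luminescence.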
B2AR arrestin = qHTS assay of beta-arrestin-biased ligands of beta2-adrenergic receptor | Beta-2 adrenergic receptor (Homo sapiens), P07550 | beta-arrestin recruitment to beta2AR, cell-based reporter | Potency, µM (top dose mostly 46.1 µM), inactives show at the highest dose activation, usual class: activators | actives 0.02% (n = 330,000);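 also: potency is read from the fitted curve at half-maximal effect; 0% = DMSO controls and full agonism = EC100 isoproterenol or metaproterenol; nearly all actives have a fitted effect of over 65% in size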
TSHR antagonist = Antagonists of the Thyroid Stimulating Hormone Receptor: HTS campaign; AID 504810, 2011; activity change, negative = inhibition, % at 11.5 µM; actives 0.2% (n = 330,000); TSHR-expressing cells, TSH-stimulated cAMP HTRF, 2 h; hits give low values; Thyrotropin receptor (Homo sapiens), P16473;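 active = activity change below a set negative limit, meaning inhibition stronger than a set level, cut at about -70% in these data; inconclusive = activity change between two set negative limits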; also: % is scaled to controls: 0 for no effect and ±100 for the full control effect
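Antagonism was scored as loss of TSH-driven cAMP in TSHR cells, stimulated with 4nM TSH (EC80) for 2 hours at 37 deg C and detected by homogeneous HTRF competition immunoassay.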
USP2a block = qHTS Assay for Inhibitors of Ubiquitin-specific Protease USP2a Using CHOP2 as the Reporter; Ubiquitin carboxyl-terminal hydrolase 2 (Homo sapiens), O75604; USP2 core, Ub-CHOP2 coupled fluorogenic reporter, 485/531; actives 0.01% (n = 330,000); Potency, µM (series often up to 38.3 µM), inactives show at the top dose activity change, negative = inhibition, actives largely listed as inhibitors;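 also: potency is read from the fitted curve at half-maximal effect; plate controls were DMSO wells for no effect and full inhibition by NEM control for full effect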
Target sequence (O75604 whole entry, looked up): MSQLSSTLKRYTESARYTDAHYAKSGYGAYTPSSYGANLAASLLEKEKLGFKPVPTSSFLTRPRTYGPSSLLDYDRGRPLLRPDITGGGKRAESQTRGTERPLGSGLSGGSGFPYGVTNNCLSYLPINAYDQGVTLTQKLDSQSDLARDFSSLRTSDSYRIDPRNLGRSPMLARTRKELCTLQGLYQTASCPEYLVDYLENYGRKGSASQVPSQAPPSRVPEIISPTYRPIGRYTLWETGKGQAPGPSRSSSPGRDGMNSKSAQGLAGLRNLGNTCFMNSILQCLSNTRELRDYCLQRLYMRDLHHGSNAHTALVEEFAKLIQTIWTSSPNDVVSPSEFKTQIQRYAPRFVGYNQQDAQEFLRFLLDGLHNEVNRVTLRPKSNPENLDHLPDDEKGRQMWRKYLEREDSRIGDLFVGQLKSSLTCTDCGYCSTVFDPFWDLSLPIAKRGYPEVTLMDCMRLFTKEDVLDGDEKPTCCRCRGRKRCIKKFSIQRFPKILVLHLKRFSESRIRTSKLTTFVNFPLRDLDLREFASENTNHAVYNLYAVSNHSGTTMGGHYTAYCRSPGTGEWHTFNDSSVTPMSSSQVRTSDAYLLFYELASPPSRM
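USP2 core (10nM final) preincubated 30min RT with compound in 20mM Tris-HCl pH 8.0, 2mM CaCl2, 2mM beta-mercaptoethanol, 0.05% CHAPS; 25nM Ub-CHOP2 plus 25nM reporter substrate added, fluorescence (Ex485/Em531) read after 60min.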
TCR act = Activators of T cell receptors: qHTS campaign | primary human leukocytes, anti-CD3, IL-2 HTRF, 48 h | Potency, µM (doses to about 9.22 µM), without a hit: top-dose activation of IL-2 secretion, actives largely listed as activators | 330,000 tested, under 10 active; also: % of control where 0% means no effect
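HTRF read-out of IL-2 secretion: europium cryptate donor excited at 320nm, d2 acceptor emission at 665nm. Cells were primary human leukocytes incubated 48 hr with compounds and a-CD3 beads, supplying TCR signal only.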
TSG101-PTAP inh = qHTS Assay for Iinhibitors of HIV-1 Budding by Blocking the Interaction of PTAP/TSG101; Tumor susceptibility gene 101 protein (Homo sapiens), Q99816; Fluorescence polarization, FITC-PTAP peptide / Tsg101 binding; Potency, µM (series often up to 115 µM), for the others: at the top dose activity change, negative = inhibition, usual class: inhibitors; 340,000 tested, under 10 active; active = well fitted inhibition curve with a large enough effect in the main read-out, with a control signal flat, not every such curve was filed as active; inconclusive = small, poorly fitted or top-dose-only effect, or effect the other way, or a change in a side signal; inactive = no such curve, though single readings can be large or run the other way; also: potency is read from the fitted curve at half-maximal effect; % of control where 0% means no effect
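Fluorescence polarization binding of Tsg101 binding domain (10 uM final) to FITC-labeled PTAP peptide (50 nM final) in HEPES pH 7.5 buffer with NaCl, Tween 20, EDTA, TCEP. Compounds added before peptide; binding 20 min at RT.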
ELG1 repair inh = qHTS screen for small molecules that inhibit ELG1-dependent DNA repair in human embryonic kidney (HEK293T) cells expressing luciferase-tagged ELG1; HEK293T ELG1-luciferase reporter, luminescence, 16 h; DNA damage induced by 5-fluorouridine; Potency, µM (series often up to 46.1 µM), for the others: at the top dose activity change, negative = inhibition, most hits filed as inhibitors; actives 2.3% (n = 330,000); AID 504467, 2011; also: potency is read from the fitted curve at half-maximal effect; % is scaled to controls: 0 for no effect and ±100 for the full control effect; nearly all actives have a fitted effect of over 55% in size
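HEK293T cells expressing luciferase-tagged ELG1 (2,000/well) received 5-Fluorouridine plus compound or DMSO for 16 hr at 37 °C. Luciferase was read by ONE-Glo luminescence after 30 min at room temperature.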
Mito fusion yeast = qHTS Assay for Small Molecule Inhibitors of Mitochondrial Division or Activators of Mitochondrial Fusion. S. cerevisiae fusion-defective mutant growth rescue, CellTiterGlo 48 h. Potency, µM (doses to about 46.1 µM), without a hit: top-dose growth rescue (activation), actives largely listed as activators. actives 0.23% (n = 320,000);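 also: potency is read from the fitted curve at half-maximal effect; % of control where 0% means no effect; nearly all actives have a fitted effect of over 45% in size; temperature-sensitive fusion mutants such as fzo1-1 at 37 °C on non-fermentable ethanol glycerol medium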
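S. cerevisiae fusion-defective temperature-sensitive mutants (e.g. fzo1-1, mgm1-5) grown 48 h at 37C in YPEG (ethanol/glycerol non-fermentable) medium with 23 nl compound per well; growth rescue read as CellTiterGlo luminescence.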
Eya2 inh = qHTS Assay for Inhibitors of the Phosphatase Activity of Eya2; Potency, µM (doses to about 76.9 µM), for the others: at the highest dose activity, negative = inhibition, actives largely listed as inhibitors; actives 0.006% (n = 330,000); Protein phosphatase EYA2 (Homo sapiens), O00167; recombinant Eya2, OMFP fluorescence dephosphorylation (OMFP is methylfluorescein phosphate); also: potency is read from the fitted curve at half-maximal effect; % is scaled to controls: 0 for no effect and ±100 for the full control effect
Target sequence (O00167 whole entry, looked up): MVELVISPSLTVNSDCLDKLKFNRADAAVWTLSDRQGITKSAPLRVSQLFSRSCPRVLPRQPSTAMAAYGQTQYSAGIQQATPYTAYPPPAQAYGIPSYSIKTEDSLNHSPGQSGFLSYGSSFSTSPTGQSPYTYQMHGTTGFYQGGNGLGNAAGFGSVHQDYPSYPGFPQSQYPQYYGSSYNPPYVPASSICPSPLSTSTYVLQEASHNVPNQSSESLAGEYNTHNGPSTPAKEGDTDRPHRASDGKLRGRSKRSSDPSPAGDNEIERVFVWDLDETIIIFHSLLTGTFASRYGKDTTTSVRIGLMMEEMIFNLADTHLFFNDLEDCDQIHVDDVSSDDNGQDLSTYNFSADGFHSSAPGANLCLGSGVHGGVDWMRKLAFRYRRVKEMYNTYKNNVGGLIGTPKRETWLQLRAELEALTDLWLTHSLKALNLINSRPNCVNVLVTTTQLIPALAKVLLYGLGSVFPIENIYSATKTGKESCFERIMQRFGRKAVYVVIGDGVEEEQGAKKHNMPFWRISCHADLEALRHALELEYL
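Eya2 (0.2 uM) preincubated 10 min at ambient with compound, then OMFP substrate added at 50 uM; 10 min reaction in 50 mM HEPES pH 7.5, 50 mM NaCl, 5 uM MgCl2, 0.05% BSA, 1 mM DTT. Fluorescence read at Ex 485/Em 525 nm.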
Tb PFK inh = qHTS Assay to Find Inhibitors of T. brucei phosphofructokinase; Potency, µM (top dose mostly 57.5 µM), inactives show top-dose activity, negative = inhibition, hits mostly inhibitors; T. brucei PFK, ADP-Glo luminescence; actives 0.17% (n = 330,000);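 also: potency is read from the fitted curve at half-maximal effect; 0% = uninhibited 1x PFK enzyme wells and -100% = no-enzyme wells; nearly all actives have a fitted effect of over 60% in size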
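Luminescent ADP detection (ADP-Glo, two-step: ATP depletion then ADP-to-ATP conversion for luciferase) reported PFK activity after 45 min room-temperature reaction of 1.25 nM enzyme with 0.5 mM F6P and 0.1 mM ATP at pH 8.0.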
An asterisk follows results filed as active; ? = inconclusive; . = not tested or not shown; [ ] = dose if it differs, or a comment. Unless noted, calls follow the shape of the dose curve; as a rule, active = well fitted curve in the direction sought with a large enough effect; inconclusive = small, poorly fitted or top-dose-only effect, or another doubt; inactive = no such curve, though single readings can be large; an effect the other way counts as inactive or inconclusive.

SMILES	uPA generation	Chronic BCR inh	B2AR arrestin	TSHR antagonist	USP2a block	TCR act	TSG101-PTAP inh	ELG1 repair inh	Mito fusion yeast	Eya2 inh	Tb PFK inh
COc1ccc(OC)c(NC(=O)NNS(=O)(=O)c2ccc(C)cc2C)c1	3%	0%	-0.6%	13	1%	1%	-1%	3%	2%	1%	-1%
COc1ccc(/C=N/Nc2nc(Nc3ccccc3)nc(N3CCCCC3)n2)cc1OC	-4%	?	-0.4%	-31	-8%	1%	-2%	5.8µM*	6%	5%	1%
CC1=C(C(=O)Nc2ccccn2)C(c2ccc(Cl)cc2Cl)NC(=S)N1 (configuration not stated)	2%	15%	0.0%	-3	0%	5%	-2%	?	-2%	-17%	-1%
Cc1ccc(C(C)C)c(OCC(=O)NCC(c2cccs2)N2CCOCC2)c1 (configuration not stated)	4%	4%	-0.1%	-18	1%	-4%	-4%	-14%	15%	15%	-5%
COc1ccc(-c2cn(Cc3ccc4ccccc4c3)nn2)cc1	8%	-5%	-0.8%	-6	3%	2%	1%	?	-3%	-3%	-4%
O=[N+]([O-])c1ccc(SCCc2ccccn2)cc1	2%	?	-1.1%	-11	2%	0%	-2%	?	0%	-25%	-14%
O=C(NCC1CCCO1)C(c1cccs1)N(Cc1ccccc1Cl)C(=O)c1ccc(-c2ccccc2)[nH]1 (configuration not stated)	-2%	5%	0.1%	-4	-11%	-1%[46.1 µM]	1%	?	26%	-9%	0%
CC(C)(C)c1nnc(NC(=O)c2cccnc2)s1	-101%	8%	-0.3%	0	-1%	3%	-3%	?	2%	-5%	-10%
Cc1ccccc1CSCCNC(=O)CSCc1ccc([N+](=O)[O-])cc1	11%	?	0.0%	-20	1%	-2%	-7%	-12%	9%	-5%	-3%
O=C(COC(=O)COc1ccc(Cl)cc1)NC1CCCCCC1	0%	2%	0.1%	5	3%	-2%	-1%	0%	-3%	6%	13%
CCN(CC)CCNC(=O)c1ccc(NC(=O)/C=C/c2ccc3ccccc3n2)cc1	?	5%	-0.7%	-6	3%	1%	-2%	2%	1%	1%	3%
Cc1ccc(NC(=O)COC(=O)c2ccc([N+](=O)[O-])o2)cc1S(=O)(=O)N1CCCCCC1	4%	?	-0.2%	-5	0%	-6%	-4%	?	2%	-8%	9%
COc1ccc(C2/C=C\CN(CC(C)(C)C)CC(=O)N2Cc2ccc(F)cc2)cc1 (configuration not stated)	?	2%	-0.8%	-2	4%	-1%	.	5%	-20%	1%	-4%
CCOC(=O)c1cc(C(=O)c2cccs2)n2ccc(C(C)=O)cc12	4%	11%	0.0%	-10	2%	-3%	-4%	?	8%	7%	-3%
Cc1ccc(/C=C/C(=O)c2ccccc2O)cc1	3%	8%	-0.3%	-3	0%	-1%	-3%	?	-1%	9%	-8%
O=C(CSc1ccc2ccccc2n1)N/N=C/c1ccc(O)cc1	-25%	-6%	0.4%	2	-1%	.	-5%	-9%	-1%	-1%	-7%
COc1ccccc1CNC(=O)C1CCN(S(=O)(=O)c2ccc3nc4c(c(C(=O)O)c3c2)CCCC4)CC1	-16%	-6%	-0.1%	4	4%	0%	-10%	19%	-2%	10%	-3%
COc1cccc(NC(=O)CN(C)C(=O)Cc2ccc3c(c2)CCC3)c1	1%	?	0.1%	0	2%	-1%	0%	0%	3%	7%	-6%
COc1cccc(N2C(=NC(=O)C3CCCCC3)SC3CS(=O)(=O)CC32)c1 (configuration not stated)	2%	0%	-0.3%	-2	-1%	-3%	-6%	5%	0%	-11%	-4%
COCCNC(=O)CSc1nc2ccccc2c2nc(C)nn12	-3%	-2%	0.2%	9	-1%	1%	-10%	-7%	1%	5%	3%
CS(=O)(=O)N1CCC(C(=O)Nc2cccc(Br)c2)CC1	-1%	1%	-0.3%	28	0%	.	-7%	-6%	-1%	-24%	-7%
Clc1ccccc1-c1nc(/C=N/N2CCOCC2)c2ccccn12	-1%	?	-0.1%	-5	1%	-4%	14%	-5%	-4%	14%	2%
CCC(C)(C)c1ccc(Oc2cccc(C(=O)O)c2)cc1	0%	?	0.0%	-8	-22%	3%	-6%	?	-17%	-1%	4%
CNC(=O)c1cc(S(=O)(=O)Nc2ccc(C)cc2C)ccc1C	4%	?	-0.8%	0	3%	-7%	.	-6%	2%	11%	1%
CCc1n[nH]c(=S)n1/N=C/c1c(O)ccc2ccccc12	9%	-12%	-0.3%	-11	0%	.	1%	4%	-16%	-9%	0%
Cc1ccc2nc(CNC(=O)C3CCC(=O)N(Cc4ccccc4F)C3)cn2c1 (configuration not stated)	-17%	1%	-0.1%	-1	6%	-2%	-3%	8%	1%	-3%	1%
COC(=O)c1cc([N+](=O)[O-])ccc1N1CCN(Cc2ccccc2)CC1	3%	1%	-0.2%	-2	-1%	8%[46.1 µM]	-1%	-14%	0%	-1%	-4%
Cn1c(CCN2CCOCC2)nc2cc(NC(=O)COc3ccc([N+](=O)[O-])cc3)ccc21	2%	-1%	0.2%	1	2%	-3%	1%	-25%	3%	9%	-23%
CCNCCC(=O)N1c2ccccc2Sc2ccc(NC(=O)OCC)cc21	-3%	?	1.3%	-20	2%	1%[46.1 µM]	-8%	2%	4%	7%	-12%
COc1cc2cnncc2cc1OC	0%	6%	-0.6%	-4	1%	-9%[46.1 µM]	-4%	6%	-1%	-5%	-6%
CCc1noc(C)c1C(=O)N1CCCC(C(=O)c2ccc(OC)c(F)c2)C1 (configuration not stated)	0%	7%	0.5%	-23	4%	2%	-3%	17%	12%	-1%	2%
NS(=O)(=O)c1ccc(NC(=O)CCCC(=O)O)cc1	11%	3%	-0.4%	20	2%	-4%	-4%	-29%	2%	6%	2%
CC1=C(C(=O)OC(C)C)C(c2cccc(F)c2)N2C(=O)C(C)SC2=N1 (configuration not stated)	4%	?	-0.9%	7	2%	-3%	-4%	-19%	25%	-9%	0%
CC(C)(C)CC(=O)NC(=S)NCc1ccccc1	-21%	9%	-0.1%	-6	0%	-2%	-1%	-9%	0%	-12%	-3%
Cc1cccc(NC(=O)N[C@@H](C)C(=O)O)c1	10%	2%	-0.3%	5	6%	-2%	1%	-1%	-1%	-16%	3%
COc1cc(CNCc2cccs2)ccc1OCc1cccs1	0%	.	0.4%	-7	-1%	0%	-1%	9%	-2%	-16%	-1%
O=C(NC(Cc1ccccc1)C(=O)O)c1ccc(S(=O)(=O)N2CCOCC2)cc1 (configuration not stated)	.	15%	0.0%	9	-1%	4%	-9%	0%	-1%	-4%	2%
CCOc1ccc(S(=O)(=O)N2CCN(C(=O)CCC(=O)N3CCOCC3)CC2)cc1	-6%	7%	0.4%	-11	-1%	-1%	0%	16%	-4%	10%	-12%
CCN1CCN(CCn2c(=S)[nH]c3cc4c(cc3c2=O)OCO4)CC1	0%	?	0.1%	11	1%	-4%	-5%	14%	2%	11%	-2%
Cc1cc(/N=C/C=C2\N(C)c3ccccc3C2(C)C)n(CCC#N)n1	?	6%	-0.5%	-23	-2%	0%	6%	?	-5%	6%	2%
O=C(NCCCN1CCCC1=O)c1cccc(S(=O)(=O)N2CCN(c3ccccc3)CC2)c1	1%	-1%	-0.6%	12	0%	1%	0%	3%	0%	17%	1%
COC(=O)c1ccccc1NC(=O)CSc1nnc(-c2cccnc2)n1C	0%	?	-0.3%	7	0%	3%[46.1 µM]	-6%	-4%	0%	4%	-1%
Cc1cc(S(=O)(=O)Nc2c(NC3CCCCC3)c3ccccc3oc2=O)ccc1F	1%	?	-0.2%	29	1%	-2%	-5%	7%	-2%	0%	-3%

Assay outcomes (PubChem BioAssay)

Random draw from the library. Share with any hit: about 3%.
